Assay outcomes deposited in PubChem BioAssay by The Scripps Research Institute Molecular Screening Center.
KLK7 zymogen act: proKLK7 (human) activation, primary screen; 370,000 compounds, 0.9% hits; purified proKLK7, EDANS-DABCYL substrate fluorescence; 100% is mature enzyme control, 0% vehicle; activation, % at 7 µM;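 active means activation above the mean of all tested compounds plus 3 SD, computed per campaign excluding outliers beyond control limits, cut at about 13% in these data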
Target sequence (P49862 whole entry, looked up): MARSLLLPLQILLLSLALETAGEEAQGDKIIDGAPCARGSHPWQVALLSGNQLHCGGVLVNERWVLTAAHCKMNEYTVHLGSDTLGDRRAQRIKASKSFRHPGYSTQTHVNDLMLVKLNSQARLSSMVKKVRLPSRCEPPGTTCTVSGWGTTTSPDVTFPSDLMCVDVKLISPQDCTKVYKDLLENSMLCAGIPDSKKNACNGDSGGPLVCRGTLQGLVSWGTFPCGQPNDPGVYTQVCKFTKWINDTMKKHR
TCR CD3 inh: blocks the human TCR-CD3 interaction; inhibition, % at 9.4 µM; AID 651800; 360,000 compounds, 0.37% hits; TAMRA-labeled TCR probe fluorescence, biochemical; in the data active means inhibition above about 19%;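 further: recombinant mutant TCR 2C K166C tagged with TAMRA read by polarization; 0% = receptor in buffer alone and 100% = receptor with positive control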
LEDGF integ inh: blocks HIV-1 LEDGF/p75-dependent DNA integration | TR-FRET IN-LEDGF/p75 DNA integration, Eu/Cy5 | inhibition, % at 3.7 µM | 370,000 compounds, 0.64% hits | AID 743269;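 active means inhibition above the screen-wide mean plus 3 SD, cut at about 13% in these data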;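 further: signal is the Cy5 over europium emission ratio at 671 and 618 nm; 0% = plate median of compound wells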
DDE Tn7 FP inh: DD(E)-Tn7 binding inhibition, primary FP screen; P02675; FP displacement of FITC-Tn7 peptide from fibrin DD(E); 0% = median of compound wells per plate; inhibition, % at 8.3 µM; 370,000 compounds, 0.13% hits; AID 720508;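 active means inhibition above the mean of compounds falling within the control limits plus 3 SD of them, cut at about 14% in these data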;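 further: 0% = plate median of compound wells and 100% = 10 µM Aha-Tn7 peptide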
Target sequence (P02675 whole entry, looked up): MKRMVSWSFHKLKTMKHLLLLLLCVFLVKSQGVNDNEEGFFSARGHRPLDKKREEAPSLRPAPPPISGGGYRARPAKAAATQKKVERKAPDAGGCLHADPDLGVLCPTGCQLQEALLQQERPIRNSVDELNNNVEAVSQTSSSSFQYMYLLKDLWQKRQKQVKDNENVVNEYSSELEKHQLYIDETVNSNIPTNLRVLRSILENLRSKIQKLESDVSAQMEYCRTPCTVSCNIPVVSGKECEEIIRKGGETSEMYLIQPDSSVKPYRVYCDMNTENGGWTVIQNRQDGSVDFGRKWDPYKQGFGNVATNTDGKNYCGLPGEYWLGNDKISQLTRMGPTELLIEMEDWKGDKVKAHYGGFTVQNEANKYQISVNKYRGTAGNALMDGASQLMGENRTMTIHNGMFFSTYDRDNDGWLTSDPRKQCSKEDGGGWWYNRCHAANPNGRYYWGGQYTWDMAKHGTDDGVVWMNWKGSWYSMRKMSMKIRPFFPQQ
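Assay system: Human fibrin DD(E) protein | Medium: Tris buffer with calcium and detergent, pH 7.8 | Reagent: 0.1 µM fluorescent Tn7 | Compound dosing: Single point at 8.3 µM | Times: 10 min preincubation, 3 h with tracer, room temperature | Detection: Fluorescence polarization of the labelled Tn7 tracer | Controls: Aha-Tn7 high control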
MBD2 DNA inh: MBD2-methylated oligo binding inhibition; Q9UBB5; TR-FRET, MBD2 binding to methylated oligonucleotide; inhibition, % at 4.4 µM; 370,000 compounds, 0.31% hits; AID 686964; in the data active means inhibition above about 13%
SIAE primary: blocks human sialic acid acetylesterase; 370,000 compounds, 0.69% hits; Q9HAT2; SIAE FP-Rh probe binding, fluorescence polarization; inhibition, % at 9.66 µM; AID 1053197;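 active means inhibition above a cutoff: mean of compounds within the control limits plus 3 SD of those, cut at about 17% in these data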;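 further: 0% = plate median of compound wells and 100% = probe without SIAE protein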
Tn6 DDE FP: DD(E)-Tn6 binding inhibition, primary FP screen | Fibrin DD(E) TRITC-Tn6 fluorescence polarization displacement | P02675 | AID 720509 | 370,000 compounds, 0.21% hits | inhibition, % at 8.3 µM;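 active means inhibition above a per-campaign cutoff: mean of compounds within control limits plus 3 SD, cut at about 15% in these data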;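 further: 0% = median of all compound wells on the plate and 100% = blocking peptide control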
TDP2 absorb: blocks human TDP2 phosphodiesterase activity. inhibition, % at 12.8 µM. 370,000 compounds, 0.34% hits. recombinant TDP2, T5PNP hydrolysis, p-nitrophenol absorbance 415 nm;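 active means inhibition above the mean of all tested compounds plus 3 SD, set per campaign, cut at about 25% in these data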;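 further: 0% = DMSO with enzyme and 100% = buffer with substrate but no TDP2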
Target sequence (O95551 whole entry, looked up): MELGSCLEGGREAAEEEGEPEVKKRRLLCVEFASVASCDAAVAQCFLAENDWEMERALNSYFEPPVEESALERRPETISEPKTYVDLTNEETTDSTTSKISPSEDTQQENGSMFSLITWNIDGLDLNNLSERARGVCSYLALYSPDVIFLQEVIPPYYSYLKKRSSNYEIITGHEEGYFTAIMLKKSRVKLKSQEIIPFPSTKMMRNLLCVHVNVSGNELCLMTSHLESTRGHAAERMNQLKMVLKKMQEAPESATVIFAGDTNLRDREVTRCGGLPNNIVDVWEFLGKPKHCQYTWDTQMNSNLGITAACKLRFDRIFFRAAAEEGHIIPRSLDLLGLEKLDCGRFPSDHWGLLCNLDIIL
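Test system: human TDP2 enzyme; Input: 120 nM TDP2 per well; Buffer or medium: Mg2+-containing Tris-HCl buffer, pH 7.5; Reagent: 5 mM T5PNP; Dosing: 12.8 µM single point, 1% DMSO; Incubation: reaction 2 h, 37 °C; Detection: p-Nitrophenol epi absorbance; Read-out: % inhibition relative to enzyme-containing and enzyme-free wells; Replicates: single well per compound.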
PRMT1 inh: PRMT1 (human) inhibition, primary screen; recombinant PRMT1, activity-based probe fluorescence polarization; inhibition, % at 2.79 µM; 370,000 compounds, 1.3% hits; AID 652257;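 active means inhibition above about 21% made by adding two undisclosed values, limit read from the data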
UHRF1 binding: human UHRF1 methylated DNA binding inhibitors | UHRF1 binding to methylated oligo, TR-FRET | inhibition, % at 4.4 µM | 370,000 compounds, 0.75% hits; in the data active means inhibition above about 21%;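 further: UHRF1 SRA domain binding a hemimethylated CpG hairpin DNA probe; 0% = median of test compound wells and 100% = reference inhibitor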
Starred values were filed as active, the others as inactive.

SMILES | KLK7 zymogen act | TCR CD3 inh | LEDGF integ inh | DDE Tn7 FP inh | MBD2 DNA inh | SIAE primary | Tn6 DDE FP | TDP2 absorb | PRMT1 inh | UHRF1 binding
CCOC(=O)/C(=N\Nc1ccccc1Cl)N(C)C1CCCCC1 | 0.3 | 1.1 | 2.1 | -1.5 | 3.5 | -0.2 | -4.9 | 2.3 | 7.5 | 2.8
Cc1c(-n2c(-c3ccccc3)nc3ccccc3c2=O)c(=O)n(-c2ccccc2)n1C | 0.1 | -9.7 | -4.0 | -3.4 | 1.2 | 1.4 | -6.7 | 2.4 | 2.4 | 3.4
CCOc1ccc(-c2cc(C(=O)N/N=C/c3ccc(O)cc3)c3ccccc3n2)cc1 | 6.0 | 5.4 | 1.9 | -0.1 | 1.9 | -23.1 | -7.4 | 7.5 | -3.5 | -2.2
N#Cc1cc(-c2ccc(Cl)cc2)cnc1Sc1ccccc1 | -0.2 | 3.3 | -1.3 | -2.1 | -4.3 | -9.1 | 3.0 | 6.4 | -5.1 | -2.1
O=C(NCCc1ccc(Cl)cc1)C1CCCN1C(=O)Nc1ccccc1 (centres undefined) | -0.5 | -2.8 | -2.6 | 1.1 | 1.1 | -7.8 | 6.9 | -0.5 | 2.0 | 0.7
Cn1ccnc1SCCNC(=O)CCc1nnc(CCCCc2ccccc2)o1 | 0.6 | 1.1 | 1.7 | -2.2 | -1.2 | 8.8 | -4.6 | 12.3 | -3.9 | 0.8
CC(C(=O)NCCN1C(=O)S/C(=C\c2cccnc2)C1=O)N1C(=O)c2ccccc2C1=O (centres undefined) | -0.6 | -0.9 | -2.6 | 0.5 | 1.9 | -6.0 | -7.1 | 1.6 | 3.7 | -1.9
COc1ccccc1N1CCN(C(=O)c2c(C)noc2C)CC1 | 0.1 | 4.1 | -1.2 | -6.3 | -0.6 | 0.8 | 5.7 | 1.1 | -0.6 | 1.0
C[C@H](OC(=O)NCc1ccc(C(F)(F)F)cc1)[C@@H]1O[C@@]2(C)CCC[C@@H]1O2 | 0.4 | 3.5 | -1.3 | 2.1 | -5.5 | -1.8 | 7.3 | 2.1 | 0.3 | 0.9
O=C(NC(N1CCOCC1)C(Cl)(Cl)Cl)c1ccccc1Cl (centres undefined) | 0.6 | 2.4 | -3.2 | 0.3 | 1.9 | 1.7 | 1.4 | 26.8* | 2.8 | 1.2
CC(C)CC(C(=O)Nc1oc(-c2ccccc2)c(-c2ccccc2)c1C#N)N1C(=O)c2ccccc2C1=O (centres undefined) | -0.7 | 4.6 | -1.0 | 0.7 | 3.4 | -42.7 | 10.7 | -5.0 | -3.5 | 4.9
CCc1ccc(NC(=O)C2CCC(CNC(=O)[C@@H]3Cc4ccccc4CN3)CC2)cc1 (some centres undefined) | 0.2 | 7.8 | 2.2 | 0.6 | -3.2 | -0.1 | 9.0 | -1.7 | 1.2 | -0.9
CC(=O)NCC(=O)NC1CCCc2c1cnn2-c1ccc(C(C)(C)C)cc1 (centres undefined) | 0.6 | -5.7 | 1.8 | -3.1 | -1.4 | -1.0 | -0.3 | 5.2 | -1.7 | -1.6
NC(=O)c1cccn1Cc1ccccc1Cl | -0.3 | 0.9 | 0.5 | -2.8 | 1.8 | -3.0 | -0.7 | 3.3 | -1.7 | 3.5
CCn1nc(CC(=O)O)c2ccccc2c1=O | -0.2 | -2.2 | -1.7 | 3.4 | 1.2 | -2.3 | 1.2 | -5.0 | 3.8 | 4.8
O=C(Nc1ccccc1Cl)c1ccc(-n2cccn2)c([N+](=O)[O-])c1 | 0.3 | 0.3 | -1.2 | 1.2 | 12.1 | -5.4 | -3.3 | -4.2 | 6.0 | 3.3
CN1C(=O)SC(Nc2ccc(F)cc2)C1=O (centres undefined) | 0.1 | -3.0 | 1.6 | -3.4 | 1.7 | 7.6 | 4.2 | -1.0 | 1.1 | 3.3
CC(C)=N/N=C1/NC(=O)C(c2ccc(Cl)cc2)S1 (centres undefined) | 0.3 | -1.9 | 3.5 | -5.7 | 2.4 | 12.2 | 2.1 | -11.2 | -4.3 | -2.8
Cc1nn2c(-c3ccc(F)cc3)ccnc2c1Br | 0.6 | -2.4 | -1.9 | -7.3 | 0.2 | -2.4 | -4.6 | 3.6 | 7.7 | 0.5
Cc1cnc(NC(=O)CSc2ccc(Cl)cc2)s1 | -0.2 | 0.2 | 5.2 | -0.1 | 2.5 | -6.6 | 4.6 | -7.9 | -3.4 | 4.6
O=S(=O)(c1cccc(S(=O)(=O)N2CCOCC2)c1)N1CCCCC1 | 0.2 | 0.2 | 2.7 | -2.7 | -1.6 | -4.3 | 5.2 | 0.9 | -1.1 | 2.5
COc1ccccc1N1CCN(C(=O)CCc2nnc3ccc(N4CCOCC4)nn23)CC1 | 0.3 | -9.4 | -2.6 | -0.5 | 2.3 | 2.8 | 1.0 | 10.9 | 4.2 | -0.3
Nc1n[nH]c(N)c1N=Nc1ccc(F)cc1 | -0.2 | 0.3 | 1.9 | -1.4 | -6.2 | 0.2 | 1.1 | 6.9 | -8.9 | -7.9
CC(c1ccon1)N(C)Cc1cn[nH]c1-c1ccc(-c2ccccc2)cc1 (centres undefined) | 0.0 | 2.2 | 1.8 | -8.6 | -1.2 | 1.6 | 5.2 | 0.8 | -0.4 | -0.3
CCOC(=O)C1(Cc2ccccc2C)CCCN(C(=O)CCc2cccnc2)C1 (centres undefined) | -0.9 | -6.9 | 2.9 | 4.6 | 5.4 | -2.5 | -6.8 | -5.5 | 4.2 | 3.3
CCOC(=O)C1CCCN(C(=O)CNC(=O)Cn2ccc3ccccc3c2=O)C1 (centres undefined) | -0.4 | -2.8 | -0.2 | -3.0 | 1.5 | 4.5 | -5.0 | 12.0 | 0.2 | -0.6
O=C(Nc1nnc(-c2ccccc2)o1)Nc1ccccc1Cl | -0.5 | 2.8 | -2.3 | -3.1 | -3.0 | 7.4 | -3.3 | -1.5 | -4.7 | -2.3
COc1ccc(C(CC(=O)N2CCOCC2)c2c(O)cc(OC)cc2OC)cc1 (centres undefined) | 0.8 | -18.0 | 1.4 | 1.7 | 6.5 | 13.3 | 0.0 | -1.6 | -0.3 | 4.6
COC(=O)C1=C(C)N(Cc2ccc(Cl)cc2)C(=S)NC1c1ccc(Br)cc1 (centres undefined) | 0.4 | -6.8 | -3.4 | 1.4 | 2.8 | -17.5 | 1.2 | 1.2 | 2.2 | 0.4
Cc1c(NC(=O)CN2CCC(C(N)=O)CC2)cccc1[N+](=O)[O-] | 0.6 | 2.1 | -1.4 | 0.0 | 2.8 | 0.7 | 0.5 | 13.6 | -2.6 | -1.6
O=C(Cn1nnc(-c2ccc(CN3CCOCC3)cc2)n1)N(c1ccccc1)c1ccccc1 | 0.3 | -11.2 | -2.8 | -3.7 | -7.2 | 0.5 | 0.4 | -2.8 | 1.9 | -2.5
CCc1cc(-c2nnn(CCC3COCCO3)c2CC)ccc1-c1cn(CCc2c[nH]c3ccccc23)nn1 (centres undefined) | 1.1 | -0.1 | -0.9 | -4.0 | -5.0 | 2.4 | -2.0 | -8.2 | 2.0 | 0.2
CCOc1ccc(NC(=O)N(CCC(C)C)C(C)c2ccco2)cc1 (centres undefined) | 0.2 | 3.6 | 0.6 | -3.5 | -1.5 | -1.6 | -2.5 | -10.4 | -2.2 | -1.3
O=C(c1ccco1)N(Cc1ccco1)Cc1cc2ccccc2[nH]c1=O | -0.7 | -2.2 | 5.4 | -10.3 | 1.5 | 1.5 | -3.6 | 5.2 | -2.6 | 0.1
Cc1ccc(-c2cc3c(nn2)-c2ccccc2C3=O)cc1 | 0.1 | 11.0 | 3.8 | 1.7 | -4.0 | -2.8 | 0.3 | 9.7 | -0.2 | -6.5
CCOc1cc(C(=O)Nc2nnc(CC)s2)ccc1OCC(=O)N1CCOCC1 | -0.4 | 6.6 | 0.7 | 0.0 | -4.3 | -2.0 | -0.1 | 4.9 | -2.5 | 1.4
COc1ccccc1-c1cc(C(F)(F)F)nc(S(=O)(=O)CCCC(=O)O)n1 | 5.3 | -2.5 | 1.1 | -4.2 | -5.9 | 4.7 | 1.5 | -12.0 | 0.9 | -0.1
CCc1cc2c(=O)c(-c3cnn(-c4ccccc4)c3)c(C)oc2cc1OCC(=O)Nc1cccc(C)c1 | -0.1 | -2.9 | 2.2 | 0.9 | 3.6 | -3.6 | -4.1 | 4.8 | -1.3 | 2.5
CCC(=O)c1cccc2c1N=CC1=C(CC(C)(C)CC1=O)N2 | -0.3 | -3.6 | -6.0 | -1.8 | 4.5 | -5.1 | -9.9 | -22.0 | 4.7 | 1.8
CCOC(=O)N1CCN(C(=O)c2ccc(OCC)c(OCC)c2)CC1 | 0.8 | 0.9 | -0.8 | 4.2 | 1.3 | -0.6 | 3.1 | 4.7 | 0.1 | 5.5
Cc1cc(Cl)ccc1C(=O)C1CCCN(C(=O)CCN2CCCO2)C1 (centres undefined) | -0.1 | 2.3 | -1.4 | 2.3 | 2.7 | -6.4 | -1.1 | 10.8 | 3.4 | 0.2
CCOC(=O)c1c(NC(=O)Cn2nnc(-c3ccccc3Cl)n2)sc(C)c1C | 0.7 | 0.6 | 0.7 | -0.6 | -1.9 | -3.5 | 1.3 | 10.2 | -1.5 | 0.9
COc1ccc(/C=N/NC(=O)C(Cc2c[nH]c3ccccc23)NC(=O)OCC(C)C)cc1[N+](=O)[O-] (centres undefined) | -0.1 | -4.3 | -1.4 | -4.0 | -0.2 | 12.9 | 2.5 | 12.8 | 1.4 | 1.3
CCn1c(COc2ccc(C)cc2)nnc1SCc1nc2ccccc2[nH]1 | 0.2 | 6.6 | -5.4 | 2.3 | -0.7 | -2.7 | -3.2 | -0.2 | -0.8 | -1.6
O=C(O)CCC(=O)Nc1ccc(-c2csc(Nc3cccc4ccccc34)n2)cc1 | -1.4 | 6.1 | -4.3 | 0.8 | -3.4 | 3.3 | -1.4 | -0.2 | 0.6 | -2.7
CCOC(=O)Cc1csc(NC(=O)CSc2nc3cccnc3n2CC)n1 | -0.4 | 8.2 | -0.4 | -3.6 | -6.4 | 1.6 | -5.6 | -9.6 | 0.4 | 1.2

Copied from the listing, three compounds:
SMILES | KLK7 zymogen act | TCR CD3 inh | LEDGF integ inh | DDE Tn7 FP inh | MBD2 DNA inh | SIAE primary | Tn6 DDE FP | TDP2 absorb | PRMT1 inh | UHRF1 binding
CCC(=O)c1cccc2c1N=CC1=C(CC(C)(C)CC1=O)N2 | -0.3 | -3.6 | -6.0 | -1.8 | 4.5 | -5.1 | -9.9 | -22.0 | 4.7 | 1.8
CCOC(=O)N1CCN(C(=O)c2ccc(OCC)c(OCC)c2)CC1 | 0.8 | 0.9 | -0.8 | 4.2 | 1.3 | -0.6 | 3.1 | 4.7 | 0.1 | 5.5
Cc1cc(Cl)ccc1C(=O)C1CCCN(C(=O)CCN2CCCO2)C1 (centres undefined) | -0.1 | 2.3 | -1.4 | 2.3 | 2.7 | -6.4 | -1.1 | 10.8 | 3.4 | 0.2
